High-throughput results deposited in PubChem by Broad Institute.
Pf_Dd2_inh: P. falciparum Dd2 growth inhibition | SYBR Green, 72 h; stronger effect = lower value | activity change, % at 10 µM | hit rate 2.3% among 94,000; in the data active means activity change below about -80%; inconclusive means no clear call, values can overlap the other calls
C_diff_growth: inhibitors of Clostridium difficile growth | Clostridium difficile clinical isolate growth, OD600, 24 h; stronger effect = lower value | growth activity, negative = inhibition, % at 16 µg/mL (by protocol) | hit rate 0.25% among 86,000 | AID 1259249;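 active means mean growth activity at or below -80% and every replicate also at or below -80%; inconclusive means mean at or below -80% but some replicate above -80%; inactive means mean growth activity above -80%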;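 further: 0% = DMSO wells and -100% = levofloxacin 16 µg/mL wells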
KDM4C_inh: blocks human GASC-1 (KDM4C) demethylase activity; Q9H3R0; GST-KDM4C 2-372, H3K9me3 peptide, LANCE TR-FRET; inhibition, % at 12.5 µM; hit rate 0.15% among 96,000; AID 720574;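 active means mean replicate inhibition above about 25%, with at least 55% of replicates also reaching it, limit read from the data, passing the limit was not always enough; inconclusive means only one of those two conditions met; inactive means neither condition met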
Target sequence (Q9H3R0 2-372 limits assumed): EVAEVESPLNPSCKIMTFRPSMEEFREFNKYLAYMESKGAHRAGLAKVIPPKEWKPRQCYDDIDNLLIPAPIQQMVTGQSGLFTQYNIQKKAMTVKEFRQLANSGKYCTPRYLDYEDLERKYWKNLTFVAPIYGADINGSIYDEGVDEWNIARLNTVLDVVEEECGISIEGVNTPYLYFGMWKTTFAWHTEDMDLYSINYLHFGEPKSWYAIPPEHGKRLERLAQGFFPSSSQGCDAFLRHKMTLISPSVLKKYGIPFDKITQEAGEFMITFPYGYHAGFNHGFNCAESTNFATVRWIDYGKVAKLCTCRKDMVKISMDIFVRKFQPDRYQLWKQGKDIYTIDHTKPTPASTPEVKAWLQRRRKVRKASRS
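reagent = H3K9me3 peptide substrate, Fe(II), 2-oxoglutarate | system = GST-tagged GASC-1 (JMJD2C) catalytic fragment, aa 2-372 | amount = enzyme final amount 10 nM | read-out = Fall in 671/618 emission ratio as inhibition | medium = HEPES buffer, pH 7.5, plus ascorbate | schedule = 30 min reaction, 60 min detection, RT | measured by = LANCE TR-FRET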
T_cruzi_growth: inhibitors of T. cruzi proliferation; T. cruzi beta-gal in NIH3T3, GalScreen luminescence, 90 h; AID 624255; hit rate 5.9% among 77,000; inhibition, % at 8.34 µM;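 active means mean inhibition above about 93%, with at least 55% of replicates each passing it, limit read from the data, passing the limit was not always enough; inconclusive means only one of those two conditions holds; inactive means neither condition holds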
Active calls of the source: *; ? = inconclusive; / = no result given.

Preview (3 entries):
SMILES Pf_Dd2_inh C_diff_growth KDM4C_inh T_cruzi_growth
CCCC(=O)Nc1ccc2c(c1)OC[C@H](C)N(Cc1nccs1)C[C@@H](C)[C@H](OC)CN(C)C2=O -11 / 0.0 10
C[C@H](CO)N1C[C@H](C)[C@H](CN(C)Cc2ccc(C(F)(F)F)cc2)OCCCC[C@H](C)Oc2ccc(NC(=O)CCC(F)(F)F)cc2C1=O -57 26 0.9 78
CO[C@H]1CN(C)C(=O)c2cc(NC(=O)c3ccc(F)cc3)ccc2OC[C@@H](C)N(C(=O)CC2CC2)C[C@H]1C / / -1.5 -25

Main list, from the start:
SMILES Pf_Dd2_inh C_diff_growth KDM4C_inh T_cruzi_growth
CCCC(=O)Nc1ccc2c(c1)OC[C@H](C)N(Cc1nccs1)C[C@@H](C)[C@H](OC)CN(C)C2=O -11 / 0.0 10
C[C@H](CO)N1C[C@H](C)[C@H](CN(C)Cc2ccc(C(F)(F)F)cc2)OCCCC[C@H](C)Oc2ccc(NC(=O)CCC(F)(F)F)cc2C1=O -57 26 0.9 78
CO[C@H]1CN(C)C(=O)c2cc(NC(=O)c3ccc(F)cc3)ccc2OC[C@@H](C)N(C(=O)CC2CC2)C[C@H]1C / / -1.5 -25
C[C@H]1CN([C@@H](C)CO)S(=O)(=O)c2ccc(-c3ccc(C(=O)N(C)C)cc3)cc2O[C@H]1CN(C)Cc1ccccc1C(=O)O 37 -6 3.0 18
CCCNC(=O)C[C@@H]1CC[C@@H]2[C@H](COC[C@H](O)CN2C(=O)Nc2ccc3c(c2)OCO3)O1 10 / 1.0 23
COc1ccc(CN(C)C[C@H]2Oc3ccc(NC(=O)c4ccncc4)cc3CC(=O)N([C@H](C)CO)C[C@H]2C)cc1 5 -10 0.7 12
O=C(C[C@@H]1CC[C@@H](NC(=O)CC2CC2)[C@@H](CO)O1)NCc1ccccc1 -8 3 15 /
C[C@@H]1CN([C@H](C)CO)C(=O)c2cc(NS(C)(=O)=O)ccc2O[C@@H]1CN(C)S(=O)(=O)c1ccc(Cl)cc1 -1 -3 1.0 16
CCC(=O)N[C@H]1CC[C@H](CC(=O)NCc2ccc(OC)cc2)O[C@@H]1CO -12 -2 16 40
COc1ccc2c3c([nH]c2c1)[C@@H](CO)N(S(C)(=O)=O)CC31CCN(C(=O)CN(C)C)CC1 -38 0 0.5 /
C[C@H](O)C#Cc1ccc2c(c1)O[C@H](CN(C)Cc1cccnc1)[C@H](C)CN([C@H](C)CO)S2(=O)=O 5 -4 / /
N#C[C@@H]1[C@H](c2ccccc2C2=CCCC2)[C@H](CO)N1C(=O)C1CCCC1 -6 4 1.2 /
C[C@H](CO)N1C[C@H](C)[C@H](CN(C)Cc2ccc(F)cc2)Oc2ncc(-c3ccccc3)cc2C1=O 17 6 0.4 47
CC(C)NC(=O)Nc1ccc2c(c1)CC(=O)N([C@H](C)CO)C[C@@H](C)[C@@H](CN(C)Cc1ccc(C(F)(F)F)cc1)O2 -10 -12 -0.6 /
CCC(=O)N1CC(=O)N2[C@H](CO)[C@@H](c3ccc(C#Cc4cccc(OC)c4)cc3)[C@@H]2C1 -18 -10 -1.2 /
CCCNC(=O)[C@@H]1[C@@H](CO)[C@@H]2Cn3c(ccc(-c4ccccc4)c3=O)[C@@H]2N1C(=O)c1ccccc1F 2 -2 -0.2 -28
C[C@@H]1CN([C@@H](C)CO)C(=O)c2cc(NC(=O)Nc3cccc4ccccc34)ccc2O[C@@H](C)CCCCO[C@@H]1CN(C)Cc1ccncc1 -46 4 -0.7 8
C[C@@H]1CN([C@@H](C)CO)C(=O)c2cccc(NC(=O)c3nc4ccccc4s3)c2O[C@H]1CN(C)Cc1ccc(Cl)c(Cl)c1 -75 6 -0.8 85
CN1CCN(C(=O)C[C@H]2C[C@H]3c4cc(NC(=O)c5cccnc5)ccc4O[C@H]3[C@@H](CO)O2)CC1 27 0 0.7 11
C[C@H](CO)N1C[C@H](C)[C@@H](CN(C)Cc2ccc(C(=O)O)cc2)OCCCC[C@H](C)Oc2ccc(NC(=O)C3CCCCC3)cc2C1=O 14 -4 -1.9 -11
CNC[C@@H]1Oc2ccc(NS(=O)(=O)c3ccccc3)cc2CC(=O)N([C@@H](C)CO)C[C@H]1C 10 -3 -0.1 8
C[C@@H]1CN([C@H](C)CO)C(=O)Cc2cc(NS(=O)(=O)c3cccs3)ccc2O[C@H]1CN(C)Cc1ccc2c(c1)OCO2 -1 -10 0.6 33
COCC(=O)Nc1ccc2c(c1)[C@@H]1C[C@@H](CC(=O)N3CCc4ccccc4C3)O[C@H](CO)[C@@H]1O2 -14 -2 0.4 -17
C[C@@H]1CN([C@@H](C)CO)C(=O)Cc2cc(NC(=O)Nc3ccc(F)cc3)ccc2O[C@@H]1CN(C)S(=O)(=O)c1cccs1 -3 4 -0.3 -56
C[C@H](CO)N1C[C@H](C)[C@@H](CN(C)S(=O)(=O)c2ccccc2)Oc2ncc(C#CCN(C)C)cc2C1=O -5 -1 -0.3 -29
N#Cc1ccc(-c2ccc3c(c2)[C@H]2[C@H](CCN2C(=O)C2CC2)[C@H](CO)N3)cc1 12 -9 -2.3 93
COc1ccc2c3c(n(C)c2c1)[C@@H](CO)N(Cc1ccccc1)CC31CCN(C(=O)C2CC2)CC1 -72 1 -2.7 /
C[C@@H]1CN([C@@H](C)CO)C(=O)c2cc(NC(=O)c3ccncc3)ccc2O[C@H]1CN(C)Cc1ccc(Cl)c(Cl)c1 -14 -11 0.5 51
Cc1ccc(S(=O)(=O)N(C)C[C@H]2Oc3ccc(NC(=O)Cc4ccccc4)cc3CC(=O)N([C@H](C)CO)C[C@@H]2C)cc1 -45 -8 1.7 59
COc1ccc(NC(=O)Nc2ccc3c(c2)C(=O)N([C@@H](C)CO)C[C@@H](C)[C@H](CN(C)Cc2ccc(C(=O)O)cc2)OCCCC[C@@H](C)O3)cc1 34 -2 0.6 -15

Ordered by molar mass (largest number first): some entries from above.
SMILES Pf_Dd2_inh C_diff_growth KDM4C_inh T_cruzi_growth
C[C@@H]1CN([C@H](C)CO)C(=O)Cc2cc(NS(=O)(=O)c3cccs3)ccc2O[C@H]1CN(C)Cc1ccc2c(c1)OCO2 -1 -10 0.6 33
Cc1ccc(S(=O)(=O)N(C)C[C@H]2Oc3ccc(NC(=O)Cc4ccccc4)cc3CC(=O)N([C@H](C)CO)C[C@@H]2C)cc1 -45 -8 1.7 59
CN1CCN(C(=O)C[C@H]2C[C@H]3c4cc(NC(=O)c5cccnc5)ccc4O[C@H]3[C@@H](CO)O2)CC1 27 0 0.7 11
N#Cc1ccc(-c2ccc3c(c2)[C@H]2[C@H](CCN2C(=O)C2CC2)[C@H](CO)N3)cc1 12 -9 -2.3 93

The results go on:
SMILES Pf_Dd2_inh C_diff_growth KDM4C_inh T_cruzi_growth
Cc1cc(C(=O)Nc2cccc3c2O[C@H](CN(C)S(=O)(=O)c2cccs2)[C@@H](C)CN([C@@H](C)CO)C3=O)n(C)n1 7 / 0.3 -115
O=C(N[C@H]1CC[C@H](CCn2cc(-c3ccccc3)nn2)O[C@@H]1CO)c1cnccn1 8 -5 0.6 28
COc1cccc(NC(=O)Nc2ccc3c(c2)C(=O)N(C)C[C@@H](OC)[C@@H](C)CN[C@@H](C)CO3)c1 -5 / 0.8 -15
C[C@@H]1CN([C@H](C)CO)C(=O)CCCn2nncc2CO[C@H]1CN(C)S(=O)(=O)c1ccc(Oc2ccccc2)nc1 -16 / / -2
CO[C@H]1CC[C@@H]2CCOc3c(C#N)cccc3C(=O)N(C)[C@@H](C)C(=O)N(C)C[C@H]1O2 14 / 0.4 11
Cc1noc(C)c1NC(=O)Nc1ccc2c(c1)C(=O)N([C@H](C)CO)C[C@@H](C)[C@H](CN(C)Cc1ccc(Cl)c(Cl)c1)OCCCC[C@@H](C)O2 -75 -4 -1.0 120
N#C[C@@H]1[C@H](c2ccccc2)[C@H](CO)N1S(=O)(=O)Cc1ccccc1 19 -5 -1.3 40
C[C@H](CO)N1C[C@H](C)[C@H](CN(C)CC2CCCCC2)Oc2ccc(NC(=O)Cn3cnnn3)cc2C1=O 36 5 3.1 4
CCS(=O)(=O)N1Cc2cc(C(=O)O)nc(-c3cccc(-c4ccc(C#N)cc4)c3)c2[C@H]1CCO 29 7 7.5 /
COc1ccc(S(=O)(=O)N(C)C[C@H]2Oc3ccc(NS(=O)(=O)c4c(C)noc4C)cc3CC(=O)N([C@H](C)CO)C[C@H]2C)cc1 -17 4 1.2 19
COCC(=O)Nc1ccc2c(c1)C(=O)N(C)C[C@H](OC)[C@@H](C)CN(C(=O)c1ccccc1)[C@@H](C)CO2 7 / 2.0 ?
CN1CCCCN2[C@H](CO)[C@H](c3ccc(C4=CCCC4)cc3)[C@H]2C1 28 -2 3.8 -16
CN(C)Cc1cn(CC[C@@H]2CC[C@@H](NS(=O)(=O)c3ccccc3)[C@H](CO)O2)nn1 / -1 -0.8 /
C[C@@H]1CN([C@@H](C)CO)C(=O)c2cc(C#CCN(C)C)cnc2O[C@@H]1CN(C)C(=O)NC1CCCCC1 18 1 1.5 12
O=C(C1CCC1)N1CC(=O)N2[C@H](C1)[C@@H](c1ccc(Br)cc1)[C@@H]2CO 18 9 0.0 /
C/C=C/c1cnc2c(c1)C(=O)N([C@H](C)CO)C[C@H](C)[C@@H](CN(C)CC1CCOCC1)O2 44 0 0.3 -45
COCC(=O)N(C)C[C@@H]1Oc2cc(-c3cccnc3)ccc2S(=O)(=O)N([C@@H](C)CO)C[C@@H]1C -1 -2 -1.1 -1
CC(=O)N(C)C[C@@H]1Oc2cc(C#CC(C)(C)O)ccc2S(=O)(=O)N([C@@H](C)CO)C[C@H]1C 50 -1 1.2 /
C[C@@H]1CCCCO[C@H](CN(C)S(=O)(=O)c2cccs2)[C@H](C)CN([C@@H](C)CO)C(=O)c2cc(NC(=O)CCCN(C)C)ccc2O1 -9 1 0.4 39
C/C=C/c1ccc([C@H]2[C@@H](CO)N3CCCCN(S(=O)(=O)c4ccccc4)C[C@@H]23)cc1 20 2 -0.3 102*
CO[C@H](CN(C)Cc1cc(F)ccc1F)[C@H](C)CN(C(=O)Nc1ccc(F)cc1)[C@H](C)CO -15 / 0.5 -31
COc1ccccc1CN1[C@H](CO)[C@@H]2c3ccccc3N(C(=O)C3CCOCC3)C[C@@H]21 14 1 1.6 47
CCC(=O)N1CC(=O)N2[C@H](CO)[C@@H](c3ccc(C#Cc4cccc(F)c4)cc3)[C@@H]2C1 -43 -9 -0.2 /
CCC(=O)Nc1ccc2c(c1)C(=O)N(C)C[C@H](OC)[C@H](C)CN(Cc1nccs1)[C@@H](C)CO2 / / 2.3 30
C[C@H](CO)N1C[C@H](C)[C@@H](CN(C)C(=O)c2ccccc2)Oc2cc(/C=C/c3ccccc3)ccc2S1(=O)=O -69 -4 / ?
CCC(=O)N1CC[C@@H]2[C@@H](CO)Nc3ccc(-c4ccc(F)cc4)cc3[C@@H]21 8 -3 -2.7 59
CCNC(=O)[C@@H]1[C@@H](CO)[C@@H]2Cn3c(cccc3=O)[C@H]1N2C(=O)c1ccc(F)cc1 6 -1 0.4 /
C[C@H](O)C#Cc1cnc2c(c1)C(=O)N([C@@H](C)CO)C[C@@H](C)[C@H](CN(C)CC1CCCC1)O2 28 1 0.3 16
CO[C@@H](CN(C)C(=O)C1CCOCC1)[C@H](C)CN([C@@H](C)CO)S(=O)(=O)c1ccccc1 32 / 0.6 35
COc1ccccc1-c1cn(CC[C@@H]2CC[C@H](NS(=O)(=O)c3ccccc3C)[C@@H](CO)O2)nn1 -11 -5 0.9 /
CC(=O)N(C)C[C@H]1Oc2cc(C#CC(C)C)ccc2S(=O)(=O)N([C@@H](C)CO)C[C@@H]1C 16 2 -0.6 4
COC(=O)[C@H]1[C@H](CO)[C@H]2Cn3c(ccc(-c4ccccc4)c3=O)[C@H]2N1CCc1ccccc1 -9 8 4.1 1
O=C(N[C@H]1CC[C@@H](CCn2cc(-c3ccccn3)nn2)O[C@@H]1CO)c1ccccc1 / 1 0.3 /
CNC[C@H]1Oc2cc(C#CC3(O)CCCC3)ccc2S(=O)(=O)N([C@H](C)CO)C[C@H]1C -5 -1 -1.5 -8
C[C@@H]1CN([C@@H](C)CO)C(=O)c2cc(C3=CCCC3)cnc2O[C@@H]1CN(C)Cc1ccccn1 15 -2 16 -75
C[C@H](CO)N1C[C@H](C)[C@@H](CN(C)C(=O)CCC(F)(F)F)OCCCC[C@H](C)Oc2ccc(NS(=O)(=O)c3ccc(F)cc3)cc2C1=O -22 -18 0.6 /
C[C@@H]1CCCCO[C@@H](CN(C)C)[C@@H](C)CN([C@H](C)CO)C(=O)c2cc(NC(=O)C3CCCCC3)ccc2O1 -4 1 -0.6 30
COc1ccc2c3c(n(C)c2c1)[C@H](CO)N(C(=O)NC(C)C)CC31CN(C(=O)NC(C)C)C1 -28 -6 -0.9 /
O=C(C[C@H]1C=C[C@H](NC(=O)c2cccnc2)[C@H](CO)O1)NCc1ccncn1 8 -1 0.4 /
O=C(Nc1cccc(F)c1)N1CCCCN2[C@H](C1)[C@H](c1ccc(C#Cc3cccnc3)cc1)[C@@H]2CO 1 3 -1.2 93

The order is random. About 6.7% of those tested had a hit in this group.
